EPAC2 ag: EPAC2 (human) agonism. Q8WZA2. EPAC2 activation, biochemical qHTS; response scale: 100% = 6.5 mM cAMP response. Potency, µM (series often up to 154 µM), inactives show top-dose activation, actives largely listed as activators. actives 0.079% (n = 360,000); further: potency means the concentration at half of the fitted maximal effect; nearly all actives have a fitted effect of over 50% in size
Target sequence (Q8WZA2 whole entry, looked up): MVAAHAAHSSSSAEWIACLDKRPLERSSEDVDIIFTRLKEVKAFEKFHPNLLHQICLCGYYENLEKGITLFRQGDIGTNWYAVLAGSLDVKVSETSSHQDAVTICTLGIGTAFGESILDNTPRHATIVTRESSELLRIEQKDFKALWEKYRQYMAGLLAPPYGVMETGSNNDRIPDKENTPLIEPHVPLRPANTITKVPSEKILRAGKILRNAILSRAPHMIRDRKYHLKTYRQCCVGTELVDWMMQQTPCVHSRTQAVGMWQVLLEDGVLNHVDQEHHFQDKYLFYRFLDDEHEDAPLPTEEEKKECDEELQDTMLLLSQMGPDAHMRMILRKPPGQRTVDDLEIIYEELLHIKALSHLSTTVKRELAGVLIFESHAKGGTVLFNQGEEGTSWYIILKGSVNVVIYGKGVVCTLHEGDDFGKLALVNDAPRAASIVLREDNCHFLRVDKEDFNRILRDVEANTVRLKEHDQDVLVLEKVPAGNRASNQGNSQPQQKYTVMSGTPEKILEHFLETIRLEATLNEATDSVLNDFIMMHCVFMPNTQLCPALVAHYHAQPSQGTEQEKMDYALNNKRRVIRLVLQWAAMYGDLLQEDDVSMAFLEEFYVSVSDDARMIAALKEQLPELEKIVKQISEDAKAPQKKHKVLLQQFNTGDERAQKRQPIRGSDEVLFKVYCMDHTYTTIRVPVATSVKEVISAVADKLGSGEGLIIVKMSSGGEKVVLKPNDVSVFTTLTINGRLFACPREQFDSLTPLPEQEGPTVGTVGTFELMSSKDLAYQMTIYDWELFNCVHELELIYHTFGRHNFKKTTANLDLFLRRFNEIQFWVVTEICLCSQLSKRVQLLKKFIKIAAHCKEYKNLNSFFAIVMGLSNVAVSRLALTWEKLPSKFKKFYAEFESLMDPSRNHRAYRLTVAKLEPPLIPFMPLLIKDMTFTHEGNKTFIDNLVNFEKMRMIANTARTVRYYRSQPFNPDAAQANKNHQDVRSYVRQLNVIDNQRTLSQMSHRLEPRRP
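Compounds were added across a concentration range to EPAC2 (100 nM), RAP1B-BODIPY-GDP (250 nM) and GDP (50 uM). After 5 min at room temperature, fluorescence was recorded at 5-min intervals for 30 min.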
D3 antag: D3 dopamine receptor (human) antagonism | P35462 | D3R cells, DiscoveRx beta-arrestin luminescence, antagonist mode; stronger effect = lower value | max response, negative = inhibition, % | actives 2.5% (n = 360,000); in the data active means max response below about -50%; inconclusive means no clear call, values can overlap the other calls; further: on the % scale 0 is the no-effect control and ±100 the full control effect; mostly tested at two doses, the higher about 12 µM
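Cells plated overnight at 1500 cells/well, then exposed to library compounds with dopamine controls for 90 minutes at 37 degrees C. DiscoveRx reagent added for 30–60 minutes at room temperature; luminescence read, quantitative HTS format.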
aSyn rescue: alpha-synuclein toxicity inhibition in yeast. Yeast expressing alpha-synuclein, growth rescue, BacTiter-Glo, 24 h. Potency, µM (top dose mostly 46.1 µM), inactives show at the top dose growth rescue (activation), hits mostly activators. actives 0.14% (n = 370,000); further: potency means the concentration at half of the fitted maximal effect; % of control where 0% means no effect; nearly all actives have a fitted effect of over 65% in size
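Galactose-induced alpha-syn yeast (OD600=0.02, raffinose-pregrown) + pinned cpd, 24 hr, 30 deg C; growth by BacTiter-Glo luminescence. Growth restoration scores as activation.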
D3 ag: activates the human D3 dopamine receptor; P35462; D3R DiscoveRx beta-arrestin cells, luminescence, 90 min; max activation, %; actives 0.58% (n = 410,000); AID 652048; in the data active means max activation above about 30%; further: 0% is about no effect; mostly tested at two doses, the higher about 12 µM
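Agonist mode: compounds and dopamine controls were applied to plated cells for 90 min at 37 degrees C after an overnight attachment at 1500 cells/well. Luminescent read-out followed 30 - 60 minutes at room temperature with DiscoveRx detection reagent.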
FUS suppressor: suppressors of FUS proteinopathy in yeast; Potency, µM (series often up to 76.6 µM), without a hit: at the highest dose growth rescue (activation), hits mostly activators; actives 0.24% (n = 390,000); S. cerevisiae FUS-expressing, growth rescue, OD600, 24 h;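 further: potency means the concentration at half of the fitted maximal effect; plate controls were DMSO vehicle for no effect and reference control for full effect; nearly all actives have a fitted effect of over 55% in size; some results filed as inactive show a strong effect at the top dose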
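FUS-expressing yeast, raffinose-pregrown, induced in 2% galactose minimal medium at OD 0.005; compounds in a dilution series, 24hr at 30C. Growth restoration read as absorbance at 600 nm. CP55940 positive control, DMSO negative.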
EPAC2 antag: EPAC2 (human) antagonism; actives 0.18% (n = 360,000); Q8WZA2; AID 720708; Potency, µM (highest dose often 114 µM), for inactives: at the top dose activity, negative = inhibition, most hits filed as inhibitors; EPAC2 GEF exchange of Rap1B-BODIPY-GDP, fluorescence; further: potency means the concentration at half of the fitted maximal effect; on the % scale 0 is the no-effect control and ±100 the full control effect; nearly all actives have a fitted effect of over 45% in size; many of its hits are not listed in these tables
Abeta rescue: restores growth of yeast expressing A-beta42 peptide; yeast expressing A-beta42, growth rescue, OD600, 48 h; response scale: 0% DMSO, 100% iron-clioquinol control; Potency, µM (doses to about 46.1 µM), for inactives: at the highest dose growth rescue, usual class: activators; actives 0.063% (n = 410,000); AID 1347071; further: potency means the concentration at half of the fitted maximal effect; nearly all actives have a fitted effect of over 55% in size
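Growth rescue measured by 600 nm absorbance after 48 h yeast culture at 30 C with compound. Values normalized between DMSO and an equimolar ferric chloride plus clioquinol control.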
TDP-43 yeast inh: rescues yeast growth from TDP-43 toxicity; TDP-43 expressing yeast growth rescue, BacTiter-Glo, 24 h; Potency, µM (top dose mostly 46.1 µM), without a hit: at the top dose growth rescue (activation), hits mostly activators; actives 1.8% (n = 410,000); AID 652104; further: potency means the concentration at half of the fitted maximal effect; % of control where 0% means no effect; nearly all actives have a fitted effect of over 50% in size
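In this qHTS, compounds that restore growth of yeast expressing TDP-43 appear as activators. Cells (OD600=0.02, galactose medium, raffinose-pregrown) are incubated with compound 24 hr at 30 deg C and growth is quantified by BacTiter-Glo.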
Active calls of the source: *; ? = inconclusive; · = no result given; & = joins results of further samples; [ ] = another dose, or the depositor's remark. Unless noted, the call rests on the fitted dose curve; in most records, active means well fitted curve in the direction sought with a large enough effect; inconclusive means small, poorly fitted or top-dose-only effect, or another doubt; inactive means no such curve, though single readings can be large; an effect the other way counts as inactive or inconclusive.

1) Cc1cc(C(=O)N/N=C/c2cc(Br)cc(Br)c2OC(=O)c2cccc(F)c2)n[nH]1
2) COc1ccc(C(C)C)cc1S(=O)(=O)N1CCN(C)CC1
3) Cc1ccc(/C=C2\SC(=S)N(CC3CCCO3)C2=O)o1 (stereo not given)
4) Cc1ccc(C)n1-c1ccc(C(=O)NC2CCN(Cc3ccccc3)CC2)cc1
5) CCc1ccc(NC(=O)CSc2nc(=O)n(Cc3cccnc3)c3c2CCC3)cc1
6) CCOC(=O)Nc1sc(C)nc1-c1ccccc1
7) Cc1ccc(CCS(=O)(=O)c2ccc(C(C)(C)C)cc2)cn1
8) COC(=O)C[C@H]1CC[C@@H](NS(=O)(=O)c2ccccc2)[C@@H](CO)O1

assay / entry	1	2	3	4	5	6	7	8
EPAC2 ag	-6%	6%	-16%	4%	·	7%	-4%	4%
D3 antag	-9	3	-17	-52*	·	19	6	14
aSyn rescue	-2%	-6%	16%	1%	·	-7%	2%	-2%
D3 ag	-4	-2	4	-49	1	9	9	3
FUS suppressor	10%	0%	27%	·	32%	19%	-3%	-2%
EPAC2 antag	-1%	-15%	-7%	0%	·	-6%	-4%	16%
Abeta rescue	14%	-7%	-29%	-8%	-4%	-15%	7%	0%
TDP-43 yeast inh	-7%	-8%	3%	8%	14%	-23%	2%	22%

9) C/C(=N\Nc1nc(Cl)c(Cl)cc1Cl)c1ccc(S(=O)(=O)NCc2ccco2)cc1
10) COc1ccc(OC)c(-c2c3cc(O)c(=O)cc-3oc3cc(O)c(O)cc23)c1
11) Nc1cccc(C(=O)c2ccccc2C(=O)O)c1
12) O=C(CSc1nc2ncccc2[nH]1)NCc1ccco1
13) COc1cccc(CN2CC(C(=O)NCc3ccc(C)o3)CCC2=O)c1 (stereo not given)
14) CCCOc1ccc(C=Nc2ccc(OC)c(S(=O)(=O)N3CCOCC3)c2)c(O)c1
15) O=C(CN1CCOCC1)N1CCN(S(=O)(=O)c2ccccc2)C1c1ccccc1 (stereo not given)
16) CCCN1C(=O)C2(c3ccccc31)c1c(oc3ccc(F)cc3c1=O)C(=O)N2CCCOC(C)C (stereo not given)

assay / entry	9	10	11	12	13	14	15	16
EPAC2 ag	9%	37%	0%	8%	-4%	10%	16%	·
D3 antag	15	-4	-9	29	7	-12	8	·
aSyn rescue	9%	-36%[inhibitor]	2%	4%	6%	?	-5%	·
D3 ag	8	-18	-3	3	-10	-7	-4	-15
FUS suppressor	·	53%	3%	-29%	-7%	5%	-2%	11%
EPAC2 antag	8%	·	4%	12%	0%	-4%	-4%	·
Abeta rescue	8%	-60%[inhibitor]	-2%	-3%	-3%	-11%	-10%	-8%
TDP-43 yeast inh	-2%	0%	-3%	22%	9%	5%	15%	?

17) COc1ccc(NS(=O)(=O)c2ccc(OCC(=O)N3CCOCC3)cc2)cc1Cl
18) Cc1cc(NS(=O)(=O)c2ccc(NC(=O)COc3c(C)ccc(C)c3C)cc2)nc(C)n1
19) COc1ccc2c(c1)sc(=N)n2CC(=O)Nc1cc(C)cc(C)c1
20) CS(=O)(=O)NCCSCc1ccco1
21) CCOc1ccc(NC(=O)CCc2nc3cccnc3n2-c2ccccc2)cc1
22) Nc1c(Cl)ncnc1N/N=C/c1cccnc1
23) NC(=O)NN=C1CCN2CCCc3cccc1c32
24) Cc1cc(C)c2oc(C(=O)Nc3ccc(S(=O)(=O)Nc4ncccn4)cc3)cc(=O)c2c1

assay / entry	17	18	19	20	21	22	23	24
EPAC2 ag	-4%	·	10%	9%	·	11%	8%	·
D3 antag	17	·	-11	-6	·	-4	-24	·
aSyn rescue	3%	·	0%	-9%	·	-4%	4%	·
D3 ag	8	-4	-3	12	-3	-1	-9	10
FUS suppressor	·	23%	3%	19%	-10%	-9%	-25%	-14%
EPAC2 antag	19%	·	-1%	2%	·	-3%	6%	·
Abeta rescue	-2%	-3%	-3%	13%	-26%	-13%	0%	7%
TDP-43 yeast inh	-4%	19%	0%	-16%	13%	-4%	11%	15%

25) COc1ccc(N2CCN(C(=O)/C=C/c3ccco3)CC2)cc1
26) COC(=O)C1=C(C)N(Cc2ccco2)C(=O)/C1=C\c1ccc([N+](=O)[O-])cc1
27) CCn1c(/C=C/c2c(C)[nH]c3ccccc23)nc2ccccc2c1=O
28) CCc1noc(C)c1C(=O)Nc1sc(C(=O)N(C)C)c(C)c1C(=O)OC
29) COCCSc1nnc(NC(=O)C2CC(=O)N(c3ccccc3)C2)s1 (stereo not given)
30) COc1cc(OC)cc(-c2cc3nc(C4CCN(C(=O)OC(C)(C)C)CC4)cc(=O)n3[nH]2)c1
31) N#Cc1c(-c2ccccc2)nc(SCC(=O)N2c3ccccc3Sc3ccccc32)[nH]c1=O
32) CCC(=O)NCCc1nc2ccccc2n1Cc1ccccc1

assay / entry	25	26	27	28	29	30	31	32
EPAC2 ag	2%	-7%	-11%	-3%	15%	-5%	2%	3%
D3 antag	-11	-17	18	-7	3	-12	-4	3
aSyn rescue	6%	5%	-1%	-5%	6%	0%	-18%	5%
D3 ag	-3	-11	5	1	5	-27	-8	-2
FUS suppressor	9%	?	22%	2%	1%	18%	?	7%
EPAC2 antag	-4%	-1%	-5%	5%	4%	7%	8.9µM*	-3%
Abeta rescue	2%	1%	-10%	-5%	-18%	-18%	7%	15%
TDP-43 yeast inh	-12%[0.397 µM]	?	23%	5%	6%	0%	-25%	5%

Whole records from above.
`NC(=O)NN=C1CCN2CCCc3cccc1c32` as listed: EPAC2 ag: 8%; D3 antag: -24; aSyn rescue: 4%; D3 ag: -9; FUS suppressor: -25%; EPAC2 antag: 6%; Abeta rescue: 0%; TDP-43 yeast inh: 11%
`COc1ccc2c(c1)sc(=N)n2CC(=O)Nc1cc(C)cc(C)c1` as listed: EPAC2 ag: 10%; D3 antag: -11; aSyn rescue: 0%; D3 ag: -3; FUS suppressor: 3%; EPAC2 antag: -1%; Abeta rescue: -3%; TDP-43 yeast inh: 0%

Carrying on:
33) Cc1nn(CC(=O)N(C)C)c(=O)c2ccccc12
34) Cc1cc([N+](=O)[O-])nn1CCCC(=O)Nc1cc(Oc2ccccc2)cc([N+](=O)[O-])c1
35) COc1ccc(-c2ccc(C(=O)Nc3cccc(F)c3)c3occc23)c(C)c1
36) CCOc1ccc(-c2nnc(SCC(=O)c3ccccc3)n2-c2ccccc2)cc1
37) Fc1ccc(Nc2c(-c3ccco3)nc3ccccn23)cc1
38) COCC1CCCCN1Cc1cn[nH]c1-c1ccc(OC)cc1OC (stereo not given)
39) O=C(NCCc1ccccc1)C1CCN(S(=O)(=O)c2ccccc2)CC1
40) COc1ccc(N(Cc2ccc(N(C)C)cc2)C(=O)c2ccc(S(C)(=O)=O)cc2)cc1

assay / entry	33	34	35	36	37	38	39	40
EPAC2 ag	4%	7%	15%	·	-8%	0%	11%	9%
D3 antag	0	-2	-19	·	-1	21	-5	-9
aSyn rescue	-2%	7%	-17%	·	-4%	-1%	0%	-4%
D3 ag	-2	-5	1	-6	8&13	15	16	-2
FUS suppressor	1%	·	21%	8%	10%	21%	21%	10%
EPAC2 antag	-4%	6%	-25%	·	-4%	9%	-2%	-16%
Abeta rescue	-2%	1%	-7%	13%	-29%&-12%	4%	1%	5%
TDP-43 yeast inh	-2%	14%	26%	-8%	19%&-8%	·	-3%	-3%

41) COc1ccc(C2c3c(ncn(CCCO)c3=N)Oc3ccc4ccccc4c32)cc1OC (stereo not given)
42) C=Cc1cccc(NC(=O)c2ccc(NC(=O)c3ccco3)cc2)c1
43) Cc1ccc(N2C(=O)CCC(C(=O)O)C2c2cccs2)cc1 (stereo not given)
44) COc1cccc(NC(=O)c2cc3c(=O)n4ccccc4nc3n(CC(C)C)c2=N)c1
45) O=C(CSc1nnc(Cn2c(=O)sc3ccccc32)n1-c1ccccc1)N1CCOCC1
46) Cc1cc(C)n(-c2cc(-n3nc(C)cc3C)ncn2)n1
47) O=C(COc1ccc2c(c1)OCO2)Nc1cccc(F)c1
48) Cc1ccc(/C=N/NC(=O)c2c(-c3ccccc3)noc2C)o1

assay / entry	41	42	43	44	45	46	47	48
EPAC2 ag	4%	-2%	8%	-7%	3%	-8%	0%	-5%
D3 antag	?	2	-18	0	-9	15	-4	2
aSyn rescue	7%	-4%	-5%	0%	1%	-2%	3%	-13%
D3 ag	-3	-1	-12	3	12	2	18	1
FUS suppressor	18%	12%	16%	-9%	14%	5%	-19%	-20%
EPAC2 antag	-14%	-5%	5%	-2%	4%	0%	-12%	5%
Abeta rescue	8%	-14%	-10%	7%	26%	0%	21%	17%
TDP-43 yeast inh	-22%	?	-2%	17%	-7%	6%	?	27%

Only FUS suppressor, D3 ag and EPAC2 ag, for some of the entries so far:
item	compound	FUS suppressor	D3 ag	EPAC2 ag
2	COc1ccc(C(C)C)cc1S(=O)(=O)N1CCN(C)CC1	0%	-2	6%
3	Cc1ccc(/C=C2\SC(=S)N(CC3CCCO3)C2=O)o1 (stereo not given)	27%	4	-16%

Going on with the list:
49) CCOC(=O)c1cnc2cc(C(F)(F)F)ccc2c1N1CCN(c2cccc(Cl)c2)CC1
50) Cc1ccccc1C(=O)Nc1ccccc1C(=O)NCC(C)C
51) O=C(CN1C(=O)C(=O)N(C2CCCC2)C1=O)NCCc1ccc(F)cc1
52) CCOC(=O)c1c(-n2cnnn2)sc2c1CCCC2
53) COc1ccc(OCC(=O)Nc2ccc3c(c2)CCC3)cc1
54) NC(=S)n1[nH]c(-c2ccc([N+](=O)[O-])cc2)c(N=Nc2ccc(Cl)cc2)c1=O
55) Cc1ccsc1/C=N/n1c(-c2cc(-c3ccccc3)n[nH]2)n[nH]c1=S
56) Cc1ccc(NC(=O)c2ccccc2SCC(=O)N2CCCC2)cc1S(=O)(=O)N(C)C

assay / entry	49	50	51	52	53	54	55	56
EPAC2 ag	·	4%	2%	1%	19%	-6%	14%	4%
D3 antag	·	2	2	10	-8	-24	-27	5
aSyn rescue	·	-5%	-3%	2%	1%	5%	-3%	0%
D3 ag	-5	-9	-2	1	-5	-13	3	-1
FUS suppressor	28%	-12%	-4%	-8%	-3%	7%	-7%	30%
EPAC2 antag	·	-6%	4%	4%	-13%	-13%	-3%	13%
Abeta rescue	-9%	5%	-5%	4%	-18%	16%	-3%	3%
TDP-43 yeast inh	-2%	21%	-17%	?	-4%	20%	0%	1%

Assay outcomes deposited in PubChem by National Center for Advancing Translational Sciences (NCATS).

Not all compounds are listed; rates above refer to the full screens.
